Source: PubChem
PrPC surface inh = cell surface PrPC inhibition, primary TR-FRET screen. inhibition, % at 13.8 µM. TR-FRET read-out. 370,000 compounds, 0.43% hits; in the data active = inhibition above about 24%; note: 0% = median of the test wells and 100% = reference compound wells
SSB-PriA inh = inhibitors of Klebsiella pneumoniae PriA binding to SSB C-terminal tail. AlphaScreen SSBct-PriA binding, biotinylated peptide. inhibition, % at 33 µM. 430,000 compounds, 0.6% hits. AID 1272365; in the data active = inhibition mostly above about 37%, no sharp cut-off; inactive = mostly below about 20%;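 note: plate controls were negative control peptide for no effect and reference peptide for full effect; strong numbers were not always called active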
3CLpro inhibitor = SARS-CoV 3CLpro protease inhibition. P0C6X7. inhibition, % at 6 µM. 290,000 compounds, 0.14% hits. recombinant SARS-CoV 3CLpro, quenched FRET peptide cleavage. AID 1706; in the data active = inhibition above about 12%
Yp Topo-I inh = Y. pestis Topo-I inhibition via cleavage products; activity, % at 10 µM; Y. pestis Topo-I cleavage product accumulation, plate reader; 360,000 compounds, 0.064% hits; AID 504884; in the data active = activity above about 50%, passing the limit was not always enough; note: inactives centre near 2
BoNT A protease = blocks Botulinum neurotoxin A light chain protease | inhibition, % at 10 µM | 360,000 compounds, 0.17% hits | multiplex microsphere protease substrate cleavage, flow cytometry; note: plate controls were buffer without enzyme for full effect and enzyme alone for no effect
TcdB GH inh = blocks C. difficile toxin B glycohydrolase activity | P18177 | TcdB glycohydrolase enzymatic assay, plate reader | inhibition, % at 9.99 µM | 350,000 compounds, 0.24% hits | AID 652162; in the data active = inhibition above about 10%
Anthrax LF prot = anthrax lethal factor protease inhibition | 360,000 compounds, 0.12% hits | P15917 | multiplex microsphere protease cleavage assay, LF | inhibition, % at 10 µM; note: plate controls were buffer without enzyme for full effect and enzyme alone for no effect
Target sequence (P15917 whole entry, looked up): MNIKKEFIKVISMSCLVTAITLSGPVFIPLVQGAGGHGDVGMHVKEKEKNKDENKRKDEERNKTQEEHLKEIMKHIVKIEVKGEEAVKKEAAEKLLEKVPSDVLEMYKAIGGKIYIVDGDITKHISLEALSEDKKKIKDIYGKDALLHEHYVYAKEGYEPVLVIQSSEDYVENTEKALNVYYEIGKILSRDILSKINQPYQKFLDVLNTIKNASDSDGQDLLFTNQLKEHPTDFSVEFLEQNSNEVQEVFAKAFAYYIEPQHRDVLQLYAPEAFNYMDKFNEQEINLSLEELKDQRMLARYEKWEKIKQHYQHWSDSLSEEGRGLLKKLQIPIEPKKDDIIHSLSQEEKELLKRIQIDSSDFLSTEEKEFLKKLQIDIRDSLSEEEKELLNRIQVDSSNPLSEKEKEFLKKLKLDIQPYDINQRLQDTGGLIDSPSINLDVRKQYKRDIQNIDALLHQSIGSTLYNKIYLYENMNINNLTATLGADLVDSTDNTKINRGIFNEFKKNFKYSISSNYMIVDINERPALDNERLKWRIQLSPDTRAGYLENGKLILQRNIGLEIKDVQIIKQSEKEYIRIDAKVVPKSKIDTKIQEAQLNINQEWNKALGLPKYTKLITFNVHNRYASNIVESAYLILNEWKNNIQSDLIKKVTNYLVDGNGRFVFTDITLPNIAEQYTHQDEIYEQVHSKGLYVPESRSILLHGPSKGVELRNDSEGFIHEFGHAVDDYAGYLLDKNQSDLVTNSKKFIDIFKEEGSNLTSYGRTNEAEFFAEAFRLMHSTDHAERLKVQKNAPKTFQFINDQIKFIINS
BH1578 lux ind = inducers of Vibrio cholerae quorum light production without autoinducers; V. cholerae BH1578 lux reporter, luminescence, 6 h; 350,000 compounds, 0.16% hits; AID 588436; activation, % at 18.7 µM; in the data active = activation mostly above about 9.7%, no sharp cut-off; note: not every result past the cut was called active; inactives centre near 0; reference of the scale not given here
PfHsp40 yeast = restores yeast growth despite PfHsp40 toxicity; growth rescue, % at 12.5 µM; AID 504582; S. cerevisiae expressing PfHsp40, growth rescue, ATP luminescence; 340,000 compounds, 0.68% hits; in the data active = growth rescue above about 28%, passing the limit was not always enough;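 note: yeast W303a lacking pdr1 and pdr3 grown in galactose medium; growth measured after three days at 30 °C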
* marks the source's active call; other numbers are inactive results. Cut-off read from the data, not from the text of the source, unless noted: active = inhibition above about 30%; inconclusive = no clear call, values can overlap the other calls; inactive = below that. An excerpt; rates above refer to the full screens.

For Cc1ccc(NS(=O)(=O)c2c(C(=O)N3CCOCC3)c(C)n(C)c2C)cc1 the results were PrPC surface inh -6, SSB-PriA inh -1, 3CLpro inhibitor 0, Yp Topo-I inh 3, BoNT A protease 1.1, TcdB GH inh 0.4, Anthrax LF prot -1, BH1578 lux ind inactive and PfHsp40 yeast -2.3.
For O=C(O)C(CO)N=Cc1c(O)c2ccccc2oc1=O (stereo not given) the results were PrPC surface inh 7, SSB-PriA inh -16, 3CLpro inhibitor 2, Yp Topo-I inh 0, BoNT A protease -1.0, TcdB GH inh 0.4, Anthrax LF prot -7, BH1578 lux ind 0.6 and PfHsp40 yeast -0.6.
COc1ccc(S(=O)(=O)NCC(c2cccnc2)N2CCN(C)CC2)cc1OC (stereo not given) was read as PrPC surface inh -2, SSB-PriA inh 5, 3CLpro inhibitor 3, Yp Topo-I inh 6, BoNT A protease -2.1, TcdB GH inh -3.0, Anthrax LF prot -1, BH1578 lux ind -0.2 and PfHsp40 yeast -0.8.
For CCOC(=O)/C(=C\C=C\c1ccccc1)NC(=O)c1ccccc1 the results were PrPC surface inh -15, SSB-PriA inh -54, 3CLpro inhibitor -2, Yp Topo-I inh 31, BoNT A protease 0.0, Anthrax LF prot 1, BH1578 lux ind -0.5 and PfHsp40 yeast 0.4.
COC(=O)c1ccc(C(=O)OCc2nc3cc4ccccc4cc3[nH]2)cc1 was read as PrPC surface inh -3, SSB-PriA inh 3, 3CLpro inhibitor 3, Yp Topo-I inh 3, BoNT A protease -0.2, Anthrax LF prot 0, BH1578 lux ind inactive and PfHsp40 yeast 0.8.
O=C(O)c1ccc(S(=O)(=O)c2ccccc2)s1 was read as PrPC surface inh -2, SSB-PriA inh 4, Yp Topo-I inh 8, BoNT A protease 0.6, TcdB GH inh -1.6, Anthrax LF prot -5, BH1578 lux ind -0.4 and PfHsp40 yeast 2.0.
For CN1C(=O)/C(=C/c2ccc(Cl)s2)C(=O)NC1=S the results were PrPC surface inh 3, SSB-PriA inh 7, 3CLpro inhibitor 5, Yp Topo-I inh -3, BoNT A protease -3.3, TcdB GH inh 0.0, Anthrax LF prot -11, BH1578 lux ind 0.4 and PfHsp40 yeast -0.3.
`O=c1c2nnn(-c3ccc(Cl)cc3)c2ncn1Cc1ccccn1` gave PrPC surface inh -4, SSB-PriA inh 2, 3CLpro inhibitor -5, Yp Topo-I inh 7, BoNT A protease -0.9, TcdB GH inh 0.9, Anthrax LF prot -2, BH1578 lux ind inactive and PfHsp40 yeast -1.1.
Screening O=C(N/N=C/c1ccc(O)cc1)c1csc2c1CCCC2 returned PrPC surface inh 1, 3CLpro inhibitor 3, Yp Topo-I inh 1, BoNT A protease 0.8, TcdB GH inh 6.9, Anthrax LF prot -3, BH1578 lux ind 0.2 and PfHsp40 yeast 0.0.
`CCOC(=O)C1CCCN(CC(=O)Nc2c(C(=O)OC)[nH]c3ccc(Br)cc23)C1` (stereo not given) gave PrPC surface inh 17, SSB-PriA inh -8, 3CLpro inhibitor 0, Yp Topo-I inh -4, BoNT A protease 0.3, Anthrax LF prot -5, BH1578 lux ind -12 and PfHsp40 yeast -0.2.
`COc1ccc(C2CN=NC23CCc2ccccc2C3=O)cc1` (stereo not given) gave PrPC surface inh 3, SSB-PriA inh -21, 3CLpro inhibitor 1, Yp Topo-I inh 16, BoNT A protease 0.4, TcdB GH inh -0.2, Anthrax LF prot 8, BH1578 lux ind -0.4 and PfHsp40 yeast 1.3.
Screening Cc1nn(-c2ccccc2)cc1C(=S)Nc1ccccc1 returned PrPC surface inh 2, SSB-PriA inh 8, 3CLpro inhibitor 1, Yp Topo-I inh -1, BoNT A protease 0.4, TcdB GH inh 0.3, Anthrax LF prot -1, BH1578 lux ind 1.7 and PfHsp40 yeast 5.8.
CCCCn1c(SCC(=O)NC2CC(C)(C)NC(C)(C)C2)nc2cc(S(N)(=O)=O)ccc21 was read as PrPC surface inh 9, SSB-PriA inh -3, 3CLpro inhibitor -1, Yp Topo-I inh 4, BoNT A protease 1.8, TcdB GH inh -0.4, Anthrax LF prot -5, BH1578 lux ind -0.5 and PfHsp40 yeast 0.2.
COc1ccc(S(=O)(=O)N2CCCC(C(=O)NCCN3CCOCC3)C2)cc1C (stereo not given) was read as PrPC surface inh 11, SSB-PriA inh -3, 3CLpro inhibitor 2, Yp Topo-I inh 0, BoNT A protease -1.5, TcdB GH inh -4.3, Anthrax LF prot -2, BH1578 lux ind -0.5 and PfHsp40 yeast -0.3.
For O=C(NCc1cccc(Cl)c1)c1ccc(-c2cccnc2)c2ccoc12 the results were PrPC surface inh -3, Yp Topo-I inh 10, BoNT A protease 0.6, TcdB GH inh 1.2, Anthrax LF prot 2 and BH1578 lux ind -0.4.
O=c1oc2ccccc2n1CSC1=NCCS1 was read as PrPC surface inh 1, SSB-PriA inh -3, 3CLpro inhibitor 2, Yp Topo-I inh 7, BoNT A protease 0.3, Anthrax LF prot 1, BH1578 lux ind -3.4 and PfHsp40 yeast 6.9.
O=C(CN1CCN(Cc2ccccc2)CC1)N1CCCCCC1 was read as PrPC surface inh 1, SSB-PriA inh -6, 3CLpro inhibitor -1, Yp Topo-I inh 7, BoNT A protease 0.0, TcdB GH inh 3.0, Anthrax LF prot -7, BH1578 lux ind -0.7 and PfHsp40 yeast -1.3.
For CC1C(=O)N(Cc2ccccc2)c2ccccc2N1C(=O)c1ccccc1 (stereo not given) the results were PrPC surface inh -1, SSB-PriA inh -17, 3CLpro inhibitor -2, Yp Topo-I inh 4, BoNT A protease 2.1, TcdB GH inh 2.7, Anthrax LF prot 8, BH1578 lux ind -0.6 and PfHsp40 yeast -2.2.
Screening Cc1oc(-c2ccc(Cl)cc2)nc1CS(=O)CC(=O)NCCCN1CCCC(C)C1 (stereo not given) returned PrPC surface inh 7, SSB-PriA inh -7, 3CLpro inhibitor 1, Yp Topo-I inh 10, BoNT A protease -0.3, TcdB GH inh -2.5, Anthrax LF prot -1, BH1578 lux ind inactive and PfHsp40 yeast 0.8.
Screening Cc1ccc(S(=O)(=O)Nc2cccc(CP(=O)(c3ccccc3)c3ccccc3)c2)cc1 returned PrPC surface inh 2, SSB-PriA inh -7, 3CLpro inhibitor 1, Yp Topo-I inh 4, BoNT A protease 0.0, TcdB GH inh 1.7, Anthrax LF prot 2, BH1578 lux ind -0.7 and PfHsp40 yeast 0.1.

Copied from the entries so far (3 entries):
For CC1C(=O)N(Cc2ccccc2)c2ccccc2N1C(=O)c1ccccc1 (stereo not given) the results were PrPC surface inh -1, SSB-PriA inh -17, 3CLpro inhibitor -2, Yp Topo-I inh 4, BoNT A protease 2.1, TcdB GH inh 2.7, Anthrax LF prot 8, BH1578 lux ind -0.6 and PfHsp40 yeast -2.2.
Screening Cc1oc(-c2ccc(Cl)cc2)nc1CS(=O)CC(=O)NCCCN1CCCC(C)C1 (stereo not given) returned PrPC surface inh 7, SSB-PriA inh -7, 3CLpro inhibitor 1, Yp Topo-I inh 10, BoNT A protease -0.3, TcdB GH inh -2.5, Anthrax LF prot -1, BH1578 lux ind inactive and PfHsp40 yeast 0.8.
Screening Cc1ccc(S(=O)(=O)Nc2cccc(CP(=O)(c3ccccc3)c3ccccc3)c2)cc1 returned PrPC surface inh 2, SSB-PriA inh -7, 3CLpro inhibitor 1, Yp Topo-I inh 4, BoNT A protease 0.0, TcdB GH inh 1.7, Anthrax LF prot 2, BH1578 lux ind -0.7 and PfHsp40 yeast 0.1.

(more compounds)
Screening C/C(=N\Nc1ccc(S(=O)(=O)Nc2ccccc2)cc1[N+](=O)[O-])c1ccc(N2CCOCC2)cc1 returned PrPC surface inh 4, 3CLpro inhibitor 0, Yp Topo-I inh -5, BoNT A protease -1.7, TcdB GH inh 0.6, Anthrax LF prot -4, BH1578 lux ind 0.3 and PfHsp40 yeast 2.2.
CCc1ccc(C(C)NC(=O)c2cccs2)cc1 (stereo not given) was read as PrPC surface inh 9, SSB-PriA inh -8, Yp Topo-I inh 5, BoNT A protease 0.4, TcdB GH inh 1.4, Anthrax LF prot 2, BH1578 lux ind -0.3 and PfHsp40 yeast 1.7.
Screening Cc1cc(C)c2nc(NC(=O)CN3C(=O)NC4(CCCC4)C3=O)sc2c1 returned PrPC surface inh 6, SSB-PriA inh 9, Yp Topo-I inh -5, BoNT A protease 0.2, TcdB GH inh 0.6, Anthrax LF prot -2, BH1578 lux ind -0.6 and PfHsp40 yeast -0.2.
`CN(CC(=O)Nc1ccccc1Br)C(=O)CCc1nc2ccccc2c(=O)[nH]1` gave PrPC surface inh 0, SSB-PriA inh 4, Yp Topo-I inh -1, BoNT A protease 1.5, TcdB GH inh -0.4, Anthrax LF prot -4, BH1578 lux ind -2.9 and PfHsp40 yeast 0.8.
`O=C(NCCOc1ccccc1)N1[C@H]2CC[C@@H]1C=C(c1ccc(F)cc1OCc1ccccc1)C2` gave PrPC surface inh 2, Yp Topo-I inh 42, BoNT A protease -0.3, TcdB GH inh -0.7, Anthrax LF prot 6 and BH1578 lux ind inactive.
Cc1nc2sc(C(c3ccc(Cl)cc3)N3CCN(CCO)CC3)c(O)n2n1 (stereo not given) was read as PrPC surface inh -5, SSB-PriA inh -16, Yp Topo-I inh 0, BoNT A protease 0.0, TcdB GH inh 0.1, Anthrax LF prot -18, BH1578 lux ind -0.2 and PfHsp40 yeast 0.6.
Screening O=C(NCc1cccc(C(F)(F)F)c1)N1CCN(C(=O)c2ccccc2)CC1 returned PrPC surface inh 4, SSB-PriA inh -14, Yp Topo-I inh 2, BoNT A protease 2.3, TcdB GH inh 0.6, Anthrax LF prot 7, BH1578 lux ind -6.3 and PfHsp40 yeast 2.2.
CCc1ccccc1NC(=O)c1ccc2nc(N3CCOCC3)sc2c1 was read as PrPC surface inh 1, SSB-PriA inh -7, 3CLpro inhibitor -2, Yp Topo-I inh 2, BoNT A protease -1.1, TcdB GH inh 0.8, Anthrax LF prot 3, BH1578 lux ind 0.0 and PfHsp40 yeast -0.1.
Screening C=C1C[C@H](O[C@@H]2O[C@H](CO)[C@@H](O)[C@H](O)[C@H]2O)[C@@H]2[C@H](OC(=O)[C@H]2C)[C@H]2[C@H](C)[C@H](O)C[C@@H]12 returned PrPC surface inh 6, SSB-PriA inh 5, Yp Topo-I inh -4, BoNT A protease 0.2, TcdB GH inh 1.4, Anthrax LF prot 10, BH1578 lux ind -0.2 and PfHsp40 yeast -0.4.
CCOC(=O)C(Cc1ccccc1)c1ccnc2ncnn12 (stereo not given) was read as PrPC surface inh 5, SSB-PriA inh -8, 3CLpro inhibitor 1, Yp Topo-I inh 3, BoNT A protease -0.9, TcdB GH inh 0.4, Anthrax LF prot -3, BH1578 lux ind -0.3 and PfHsp40 yeast -0.9.
`CC(=O)N/C(=C\c1ccc(C)o1)C(=O)NCc1ccccc1` gave PrPC surface inh -9, SSB-PriA inh 4, 3CLpro inhibitor 1, Yp Topo-I inh 8, BoNT A protease 1.0, TcdB GH inh 0.1, Anthrax LF prot -6, BH1578 lux ind 0.8 and PfHsp40 yeast 0.5.
For Clc1ccccc1N/N=C/c1ccc2c(c1)OCO2 the results were PrPC surface inh -2, 3CLpro inhibitor -1, Yp Topo-I inh -3, BoNT A protease -1.5, TcdB GH inh 0.0, Anthrax LF prot -5, BH1578 lux ind 0.0 and PfHsp40 yeast 10.0.
For O=c1[nH]c(=O)n(-c2ccc(F)cc2)c(O)c1/C=C1\C=Nc2ccccc21 the results were PrPC surface inh 2, 3CLpro inhibitor 5, Yp Topo-I inh -2, BoNT A protease -0.1, TcdB GH inh 1.0, Anthrax LF prot 2, BH1578 lux ind -1.6 and PfHsp40 yeast 0.2.
COc1cccc(CN(C)C(=O)CSCC(=O)Nc2cc(C)on2)c1OC was read as PrPC surface inh 7, SSB-PriA inh -5, Yp Topo-I inh 0, BoNT A protease 3.6, TcdB GH inh 0.9, Anthrax LF prot 1, BH1578 lux ind -0.6 and PfHsp40 yeast -0.3.
COc1ccc(Br)cc1/C=c1\sc2nc(-c3ccco3)nn2c1=O was read as PrPC surface inh -1, Yp Topo-I inh -10, BoNT A protease 1.0, Anthrax LF prot -1, BH1578 lux ind 0.3 and PfHsp40 yeast 0.0.
Cc1ccc(NC(=O)CCNC(=O)N2C[C@H]3C[C@@H](C2)c2cccc(=O)n2C3)c(C)c1 was read as PrPC surface inh 3, 3CLpro inhibitor 2, Yp Topo-I inh -1, BoNT A protease -0.5, TcdB GH inh -0.7, Anthrax LF prot -1, BH1578 lux ind -0.1 and PfHsp40 yeast 0.7.
